V-ATPase pH: alters yeast V-ATPase proton transport. S. cerevisiae, pHLuorin cytosolic pH fluorescence. AID 504577. hit rate 0.37% among 350,000. response, % at 10 µM; in the data active = response mostly above about 7.3%, no sharp cut-off; inactive = mostly below about 5.4%; note: actives read high; inactives centre near 0; some compounds called inactive have numbers as strong as hits; reference of the scale not given here
HTR5A inv ag: HTR5A inverse agonism, opioid heterodimer counter-screen | inhibition, % at 9.3 µM | P47898 | hit rate 0.083% among 340,000 | HTR5A cell line, luminescence | AID 504634; in the data active = inhibition mostly above about 23%, no sharp cut-off; inactive = mostly below about 18%;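 note: 0% = cells with DMSO and 100% = no-cell wells with DMSO; some compounds called inactive have numbers as strong as hits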
dFosB activator: mouse delta FosB homodimer activation; activation, % at 25 µM; purified delta FosB, TAMRA-CDK5 oligo fluorescence polarization; percent of positive-control signal above neutral wells; hit rate 0.99% among 340,000;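 active = mean activation above about 17%, with every replicate also reaching it, limit read from the data, passing the limit was not always enough; inconclusive = only one of the two conditions met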;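 note: fluorescence polarization rise as delta FosB binds a TAMRA Cdk5 AP-1 oligo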
Target sequence (P13346 whole entry, looked up): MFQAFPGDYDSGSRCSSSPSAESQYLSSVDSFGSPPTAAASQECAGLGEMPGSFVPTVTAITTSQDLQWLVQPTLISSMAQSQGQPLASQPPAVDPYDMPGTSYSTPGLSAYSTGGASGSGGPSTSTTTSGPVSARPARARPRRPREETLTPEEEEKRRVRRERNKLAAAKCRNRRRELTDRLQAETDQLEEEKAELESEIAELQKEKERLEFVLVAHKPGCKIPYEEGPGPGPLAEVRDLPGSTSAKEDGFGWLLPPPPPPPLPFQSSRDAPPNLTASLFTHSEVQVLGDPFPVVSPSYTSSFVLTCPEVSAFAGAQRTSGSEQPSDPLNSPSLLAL
HTR5A ag ctr: counter-screen for OPRM1-OPRD1 agonists: human HTR5A agonism; activation, % at 9.3 µM; HTR5A agonist assay, luminescence, cell-based; P47898; hit rate 0.61% among 340,000; in the data active = activation mostly above about 9.5%, no sharp cut-off; inactive = mostly below about 7.6%;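 note: 0% = cells with vehicle only and 100% = reference agonist; strong numbers were not always called active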
Wnt act: activators of Wnt/beta-catenin signaling. activation, % at 9.35 µM. hit rate 1.2% among 300,000. Wnt/beta-catenin reporter cell assay, activator, plate reader. AID 743398; in the data active = activation above about 30%, passing the limit was not always enough; inconclusive = no clear call, values can overlap the other calls;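 note: 0% = neutral control wells and 100% = positive control wells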
CDK5 p35 inh: CDK5/p35 (human) kinase inhibition | Recombinant CDK5/p35, ADP-Glo luminescence, 60 min | inhibition, % at 10 µM | hit rate 0.01% among 330,000 | AID 488839;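 active = highest replicate inhibition of at least 50% and at least 75% of replicates reaching 50%; inconclusive = only one of the two criteria met; inactive = both criteria failed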;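 note: plate controls were DMSO neutral control for no effect and GW8510 at 10 µM for full effect; many of its hits are not listed in these tables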
Target sequence (Q00535 whole entry, looked up): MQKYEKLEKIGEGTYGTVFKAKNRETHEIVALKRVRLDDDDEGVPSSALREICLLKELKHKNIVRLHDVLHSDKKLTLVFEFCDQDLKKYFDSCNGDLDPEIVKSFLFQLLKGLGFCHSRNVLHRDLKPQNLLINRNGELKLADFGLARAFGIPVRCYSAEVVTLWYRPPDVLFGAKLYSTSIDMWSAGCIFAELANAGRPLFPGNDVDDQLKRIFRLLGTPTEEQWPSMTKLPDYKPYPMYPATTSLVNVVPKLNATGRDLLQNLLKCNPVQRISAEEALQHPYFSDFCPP
Target sequence (Q15078 whole entry, looked up): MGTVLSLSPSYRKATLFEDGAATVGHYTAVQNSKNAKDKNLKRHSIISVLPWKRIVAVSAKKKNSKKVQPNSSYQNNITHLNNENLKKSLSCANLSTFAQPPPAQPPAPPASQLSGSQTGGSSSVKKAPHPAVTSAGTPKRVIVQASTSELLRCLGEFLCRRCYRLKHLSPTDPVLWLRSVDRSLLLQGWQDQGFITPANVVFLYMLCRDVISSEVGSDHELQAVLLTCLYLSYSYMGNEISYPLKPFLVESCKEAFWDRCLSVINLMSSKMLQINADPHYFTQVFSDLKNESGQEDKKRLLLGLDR
NSD2 HMT inh: blocks human histone methyltransferase NSD2. inhibition, % at 12.5 µM. AID 743445. O96028. hit rate 0.54% among 310,000. NSD2 peptide methylation, AlphaScreen, 120 min; in the data active = inhibition above about 50%
MITF TRPM1 HTS: MITF TRPM1 promoter activation in melanoma cells. SK-MEL-5 TRPM1-promoter luciferase, 24 h; % of positive control, neutral wells = 0. activation, % at 12.5 µM. hit rate 0.75% among 300,000;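 active = mean activation of at least 80% with every replicate also reaching 80%; inconclusive = mean reaches 80% but some replicate falls short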;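 note: 0% = neutral control wells and 100% = parthenolide positive control wells; values of inactives mirror those of a sister screen read the other way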
PvdQ acylase: P. aeruginosa PvdQ acylase inhibition; purified PvdQ acylase, fluorescence plate reader; inhibition, % at 10 µM; hit rate 0.063% among 340,000; in the data active = inhibition above about 30%, passing the limit was not always enough; inconclusive = no clear call, values can overlap the other calls;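 note: 0% = vehicle neutral wells and 100% = reference inhibitor wells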
SR-BI DiI inh: mouse SR-BI HDL lipid transfer inhibition; Q61009; ldlA[mSR-BI] CHO cells, DiI-HDL uptake fluorescence, 3 h; inhibition, % at 12.5 µM; hit rate 0.96% among 320,000;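 active = mean replicate inhibition of at least 70% and a set share of replicates each scoring 70 or more; inconclusive = meets just one of the two criteria; inactive = fails both criteria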;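 note: 0% = median of neutral control wells and 100% = median of positive control wells; values of inactives mirror those of a sister screen read the other way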
* = called active by the depositor; ? = inconclusive; . = no result given. This is a random part of the collection; about 5% have a hit in one of these screens.

Structure,V-ATPase pH,HTR5A inv ag,dFosB activator,HTR5A ag ctr,Wnt act,CDK5 p35 inh,NSD2 HMT inh,MITF TRPM1 HTS,PvdQ acylase,SR-BI DiI inh
COc1ccccc1CNC(=O)C1CCC(CNS(=O)(=O)c2ccc(F)cc2)CC1 (centres undefined),4,11,-9,-3,0,-0.1,1,-2,1,43
O=C(c1cc(S(=O)(=O)N2CCOCC2)ccc1F)N1CCN(Cc2ccccc2)CC1,-5,7,-10,5,.,-1.1,5,-3,-12,-5
COC1=C(Nc2ccccc2)C(=O)c2ccccc2C1=O,3,6,2,-1,.,5.7,75*,-58,-20,6
COC(=O)Cn1c2ccc(OC)cc2c2nc3ccccc3nc21,-1,0,0,0,.,2.3,0,.,-9,19
COc1cc2c(cc1OC)CN(CC(=O)Nc1ccc(C#N)cc1)CC2,2,-18,-9,2,3,1.6,-2,.,4,-5
Cc1ccc(-c2noc(CN(C(=O)CCCCCN3C(=O)c4ccccc4C3=O)C(C)C)n2)cc1,-4,0,-1,0,.,0.7,2,-1,-14,19
CCC(C)n1c(SCC(=O)Nc2cc(C)on2)nc2ccccc2c1=O (centres undefined),-2,7,-18,3,-12,-0.8,-1,.,-12,-5
Cc1ccc(F)cc1NC(=O)CCc1c(C)nn(-c2ccc(N3CCCCC3)nn2)c1C,-3,4,-4,4,8,1.0,0,48,-5,81*
O=C(CCSc1ccc(Br)cc1)Nc1cccnc1,5,13,0,6,10,-9.4,16,-5,-4,2
O=C(NCC1CCCO1)c1ccc(NC(=O)c2cc(F)c(F)cc2Cl)cc1 (centres undefined),2,-7,-2,2,-1,13,-2,.,2,-2
Cc1ccccc1C1NC(=S)NC2=C1C(=O)CCC2 (centres undefined),-4,8,3,-3,-2,1.6,1,3,8,4
Cc1c(C(=O)N/N=C/c2ccoc2)cccc1[N+](=O)[O-],-3,3,-2,0,-2,1.3,2,5,-10,-6
COc1cccc(NC(=O)N2CCCC2C(=O)Nc2ccc3c(c2)OCCO3)c1 (centres undefined),6,16,-1,-1,-2,0.4,-228,-11,7,.
Cc1onc(-c2ccccc2Cl)c1C(=O)N1CCN(c2ncccn2)CC1,-3,20,-10,-5,0,1.3,-2,.,-5,49
COc1ccc(C(=O)OCC(=O)Nc2c(C)cccc2C)c(OC)c1OC,8,-11,-12,4,2,0.7,-2,-3,8,.
CC(=O)Nc1ccc(C(=O)NNC(=O)c2ccccc2-n2cccc2)cc1,1,2,-1,-1,0,0.5,0,.,-10,1
CC1Sc2ccc(S(=O)(=O)CCC(=O)N3CCN(c4ccccc4)CC3)cc2NC1=O (centres undefined),-3,-6,-9,2,-3,0.4,1,-6,-7,-8
O=S(=O)(Cc1ccccc1)N1CCc2ccccc2C1,-4,-14,1,0,.,0.8,8,15,-2,-11
COc1cc(N2CCCC2)c(OC)cc1C=O,-3,-3,0,1,-1,6.2,47,-1,-4,4
CCOC(=O)c1cc(NC(=O)c2cccnc2)ccn1,2,-28,-9,11,0,-1.5,-7,5,1,-5
CCOC(=O)N1CCC(N2C(=O)c3ccccc3C2Nc2ccccc2C)CC1 (centres undefined),-3,7,-7,-2,0,-0.2,.,7,-6,-17
Cc1cc(C(=O)COC(=O)c2ccc(O)cc2)c(C)n1CCc1ccc(F)cc1,0,-5,-6,2,7,-3.5,-2,21,-8,74*
c1csc(-c2nnc(NC3CCCCC3)c3ccccc23)c1,-2,12,-6,2,-2,-1.0,-4,-13,-10,-3
Cc1cc(C)c(S(=O)(=O)NC2CC2)c(C)c1,-2,3,1,-1,-3,-0.6,-3,.,-16,-1
CC(=O)Nc1ccc(NC(=O)CSc2nnc(C)c(=O)n2N)cc1,-1,14,0,3,1,-1.8,-9,-4,11,-10
Cc1[nH]n(-c2ccccc2)c(=O)c1/C=N/NC(=O)c1ccccc1F,0,-15,2,4,0,-0.1,-4,-14,14,106*
Cc1cccc(-n2c(CCc3ccccc3)nnc2SCC(=O)c2ccccc2)c1,-2,17,-19,-6,.,0.2,-3,5,-12,-20
CN(C)CCn1cnc2c1c(=O)[nH]c(=O)n2Cc1ccccc1,6,.,-2,.,5,-1.6,2,-1,-29,-17
CCCn1c(N)c(N(CCOC)C(=O)CSc2cc(C)c3cccc(C)c3n2)c(=O)[nH]c1=O,7,2,0,3,-2,1.7,-2,0,-6,1
O=C(NCC1CCCO1)C(C(=O)c1ccccc1)n1cc(Cl)ccc1=O (centres undefined),0,-12,1,5,-4,-0.3,-4,3,-15,-2
C[C@H](CO)N1C[C@H](C)[C@@H](CN(C)S(=O)(=O)c2ccccc2)Oc2c(NC(=O)C3CCCCC3)cccc2C1=O,0,-10,8,-1,1,-0.1,.,6,7,-29
CCSc1nnc(NC(=O)c2cccc3ccccc23)s1,-5,-16,5,6,0,0.3,.,1,2,-8
O=C(CN1C(=O)C2C3C=CC(C3)C2C1=O)Nc1ccc(F)cc1 (centres undefined),-7,2,0,-1,-1,0.6,-2,0,6,-18
COc1ccc(CNC(=O)/C(C)=C\C(=O)O)cc1,-2,-7,1,2,-5,-2.7,-2,0,-15,-21
O=C(CN1CCN(Cc2ccccc2)C1=O)NCCCN1CCOCC1,2,-3,6,1,-1,0.4,.,.,3,-47
CC(C)OCCCNS(=O)(=O)c1ccc2ccccc2c1,4,-4,-5,1,.,-1.4,-4,-9,-10,-17
COC(=O)CSc1nnc2n1C(C)(C)Cc1ccccc1-2,1,3,-1,-1,-7,0.4,0,14,3,-45
NC(=S)Nc1c(Cl)cccc1Cl,12,-1,-7,2,-1,-5.4,13,-14,-10,-9
CCCCC(=O)Nc1ccccc1C(=O)N1CCOCC1,4,0,-2,0,.,2.9,-4,.,12,-27
O=C(O)c1cnn(-c2nc(-c3cccc(F)c3)cs2)c1C(F)(F)F,1,-1,-2,0,-4,1.5,-2,-7,-13,0
Cc1ccccc1N1CC(=O)N(c2ccccc2C)CC1=O,-1,5,-4,2,-2,0.8,-3,-22,-5,.
CCOC(=O)c1ccc(NS(=O)(=O)c2ccc3c(c2)n(C)c(=O)n3C)cc1,-2,0,-5,0,-1,0.1,5,-8,-11,-4
COc1ccc(-c2nc(NCCCN(C)C)c3ccccc3n2)cc1,9,13,-9,10,2,1.2,1,.,11,-10
N#CCn1cnc2sc(-c3ccccc3)cc2c1=O,1,3,-3,-1,5,0.5,-4,21,-12,24
CC(CC(=O)Nc1ccc(F)cc1F)S(=O)(=O)c1ccc2c(c1)NC(=O)CO2 (centres undefined),1,16,-4,6,1,0.8,-2,-6,-5,-11
OC1(C#CCN2CCOCC2)CCCCC1,3,3,-3,9,2,0.7,2,2,10,-7
O=C(CSc1nc2ccccc2o1)NCC1CCCO1 (centres undefined),-3,0,8,0,2,0.6,-3,10,-11,-2
CN(Cc1ccc(Cl)cc1)C(=O)COC(=O)c1ccc(-c2ccc(O)cc2)cc1,-1,-20,3,1,-3,-1.4,0,7,-9,17
Clc1ccc(CNC2CCCC2)c(Cl)c1,0,-8,0,5,.,0.7,6,5,3,7
COc1ccc(CN2CCOCCOCCOCCOCCOCC2)cc1,-2,-11,-7,4,1,0.0,1,4,-2,-9
COc1ccc(NC(=O)Cc2nc3ccccc3[nH]2)cc1,0,-35,6,28*,.,-3.8,-1,14,-4,10
Cc1cccc(COc2ccc(/C=N/NC(=O)c3nnn(-c4nonc4N)c3CN3CCCCC3)cc2)c1,1,5,-15,-4,4,1.4,-2,19,-6,11
Cc1cc2sc3nc(=O)n(-c4ccccc4)c(=O)n3c2cc1C,0,3,-11,-1,71*,1.1,0,.,-11,.
O=C(CSc1nnc(-c2ccccc2)n1Cc1ccccc1)N1CCOCC1,1,-5,-3,-3,.,-0.8,-28,.,-14,10
CC1CC(C)CN(C(=O)C2CCCN(c3ncnc4c3nc3n4CCCCC3)C2)C1 (centres undefined),-2,3,-13,-1,-2,-1.8,3,-1,-14,.
COc1cccc(-c2csc3nnc(SCC(=O)c4ccc(NC(C)=O)cc4)n23)c1,-6,-56,?,2,-1,3.3,0,-3,-7,2
COc1ccc(Cc2nnc(SCC(=O)Nc3ccc(C)c(Cl)c3)[nH]c2=O)cc1,-3,-6,?,2,-2,-0.8,1,6,8,-10
CCOc1ccc2[nH]c(=O)c(CN(CCO)C(=O)CC)cc2c1,-1,10,-4,2,.,-2.3,8,3,-4,-10
CC1(NC(=O)N2CCCCC2)CCS(=O)(=O)C1 (centres undefined),-3,5,1,-2,-5,1.2,-2,9,1,17
CCOC(=O)[C@@H]1[C@H]2COc3ccccc3[C@@H]2N2C(=O)N(c3cccc(F)c3)C(=O)[C@]12C,-1,-6,-1,-3,5,0.3,.,-1,12,-5

Additional compounds:
Structure,V-ATPase pH,HTR5A inv ag,dFosB activator,HTR5A ag ctr,Wnt act,CDK5 p35 inh,NSD2 HMT inh,MITF TRPM1 HTS,PvdQ acylase,SR-BI DiI inh
C#CCn1c(O)c(N=NC(=O)CNC(=O)/C=C/c2ccccc2)c2ccccc21,2,-2,15,1,-1,1.6,0,-12,-11,7
CN(C)C(CNC(=O)c1cccc(C#N)c1)c1ccco1 (centres undefined),0,-7,-1,3,2,-1.8,-5,-14,2,-11
CCOC(=O)N1CCN(S(=O)(=O)c2ccc(OC)c(C(=O)N3CCCCC3)c2)CC1,-1,-12,-2,2,-2,0.7,1,13,-10,1
O=C(CN(Cc1ccc(Br)cc1)S(=O)(=O)c1ccccc1)NCc1ccncc1,-3,-24,-2,2,0,0.4,-2,7,8,-8
COc1ccc(OC)c(C(C)NC=O)c1 (centres undefined),-2,-10,0,6,1,-1.1,-1,-6,4,7
O=C(NCc1cccc(F)c1)C1CCC(=O)N(CC2CCCCC2)C1 (centres undefined),-3,20,-1,3,1,-1.3,-1,-4,-1,9
CC(C)CCOP(=O)(c1ccc(N(C)C)cc1)C(O)c1ccc(Cl)cc1Cl (centres undefined),-1,-13,-21,4,4,-0.2,1,-9,-11,50
COc1ccc(CC(=O)Nc2ccc(/C(C)=N/NC(=O)c3cccc([N+](=O)[O-])c3)cc2)cc1,2,-5,1,-7,.,0.1,2,12,4,4
CCOc1cc(-c2noc(CCCC(N)=O)n2)cc(Br)c1OC,-1,0,-8,8,2,0.8,-3,.,-8,-2
CCCn1c(O)c(N=NC(=O)c2cccnc2)c2cc(Br)ccc21,7,-6,-6,2,-2,-4.9,-1,-1,-19,23
CC(=O)Nc1ccc(OCC(O)Cn2c3ccccc3c3ccccc32)cc1 (centres undefined),5,-3,-7,2,.,1.6,-1,-4,1,8
COc1ccc(-c2nnc(SCc3nc4ccccc4c(=O)[nH]3)o2)cc1,-2,-2,19*,3,4,1.4,.,24,-8,.
Cc1ccc(S(=O)(=O)NCC(=O)NCC(=O)N(C)Cc2ccc3ccccc3c2)cc1C,-3,-21,-11,7,-3,0.9,13,-22,-12,.
